PPC-1+TRAIL kill – compounds killing PPC-1 cancer cells with TRAIL present, primary screen, TRAIL potentiator project, ATPLite luminescence, uHTS | PPC-1 cells + TRAIL, ATPLite viability luminescence | cell killing (% activity), % at 4 µM | hit rate 0.41% among 220,000 | AID 1443, 2008;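 active = cell killing above 50% in the first pass at 4 µM, then a duplicate retest at 5 µM averaging 50% or more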;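 note: plate controls were cells with TRAIL plus DMSO for no effect and medium-only wells lacking cells for full effect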
CHOP inh – inhibitors of CHOP promoter induction, primary screen, cell-based, unfolded protein response, luciferase reporter; CHO-K1 CHOP-promoter luciferase, tunicamycin-induced, 15-18 h; inhibition, % at 10 µM; hit rate 3.8% among 220,000; AID 2732, 2010;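 active = compounds that reduced the stress-induced luciferase reporter signal by more than about 70% of percent inhibition, limit read from the data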;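 note: 0% = tunicamycin plus vehicle and 100% = wells without tunicamycin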
TRPN1 ag – zebrafish TRPN1 channel agonists, primary screen, cell-based, HEK293, calcium fluorescence. hit rate 0.18% among 220,000. HEK293 zebrafish TRPN1-YFP, Fluo-8 calcium fluorescence; 100% = response to 87 µM carbachol. AID 1424, 2008. activation, % at 3 µM. transient receptor potential cation channel N1 (TRPN1/NompC), Danio rerio;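 active = activation above its plate's cutoff, the mean activation of test wells on that plate plus 3 SD, cut at about 19% in these data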;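 note: 0% = DMSO alone and 100% = 87 µM carbachol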
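System: zebrafish TRPN1-YFP in HEK293 cells / Dosing: 3 µM single point / Timing: dye loading 1 h at 37 °C, then 30 min room temperature / Signal: Fluo-8 calcium fluorescence, excitation 470-495 nm, emission 515-575 nm / Read-out basis: percent activation from peak over basal fluorescence ratio, control-normalized / Control set: high carbachol 87 µM, low DMSO alone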
NCF1 inh – p47phox/p22phox peptide binding inhibitors, primary screen, biochemical, uHTS, NADPH oxidase regulatory subunit; Neutrophil cytosol factor 1 (Homo sapiens), P14598; fluorescence polarization, 2 h; inhibition, % at 24.7 µM; hit rate 0.53% among 220,000; AID 1274, 2008;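 active = inhibition above about 30%, limit read from the data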;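 note: 0% = p47phox with labelled peptide and 100% = labelled peptide alone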
Target sequence (P14598 whole entry, looked up): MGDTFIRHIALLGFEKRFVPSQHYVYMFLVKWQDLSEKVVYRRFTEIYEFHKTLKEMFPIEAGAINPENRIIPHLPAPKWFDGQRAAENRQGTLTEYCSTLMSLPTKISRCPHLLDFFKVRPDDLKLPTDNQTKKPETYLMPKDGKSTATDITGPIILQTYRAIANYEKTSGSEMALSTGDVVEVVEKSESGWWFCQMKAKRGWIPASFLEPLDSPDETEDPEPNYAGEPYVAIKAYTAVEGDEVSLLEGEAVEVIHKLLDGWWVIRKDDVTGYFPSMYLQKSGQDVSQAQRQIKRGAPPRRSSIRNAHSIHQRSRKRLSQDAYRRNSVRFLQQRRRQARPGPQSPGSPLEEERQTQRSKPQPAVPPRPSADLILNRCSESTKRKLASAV
EBV gp42 inh – Epstein-Barr virus gp42 inhibitors, primary screen, biochemical, uHTS, fluorescence polarization. Glycoprotein 42 (Epstein-Barr virus (strain AG876)), Q1HVG2. Fluorescence polarization binding assay, mP read-out. inhibition, % (tested at 21.74 µM). hit rate 0.42% among 220,000. AID 1085, 2008; in the data active = inhibition above about 50%
Runt-SMMHC FRET – inhibitors of RUNX1 Runt–CBFb-SMMHC binding, primary screen, biochemical, FRET, Cerulean-Runt, Venus-CBFb-SMMHC, uHTS | Runt-related transcription factor 1 (Homo sapiens) + Core-binding factor subunit beta … | Cerulean-Runt/Venus-CBFb-SMMHC FRET ratio 530/480, 1 h | inhibition, % at 20 µM | hit rate 0.74% among 220,000 | AID 1434, 2008;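 active = mean inhibition across duplicate retests at 20 µM reaching about 50%, limit read from the data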;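 note: 0% = DMSO wells and 100% = wells with excess untagged CBFb-SMMHC; inhibitors lower the FRET ratio by blocking Runt binding to CBFb-SMMHC; some results filed as inactive read as strong as hits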
MDM2 E3 inh – MDM2-luciferase reporter signal enhancers, primary screen, MDM2 E3 ligase inhibitor project, cell-based, luminescence, 1536-well | E3 ubiquitin-protein ligase Mdm2 (Homo sapiens), Q00987 | cell-based MDM2 ubiquitination luciferase reporter, 2 h; 0 = plate control, 100 = twice control, blank-subtracted | signal enhancement, % at 5 µM | hit rate 0.11% among 210,000;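 active = signal enhancement of 30% or more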;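 note: luminescence tracks abundance of the self-degrading MDM2-luciferase fusion protein; higher signal means inhibition of MDM2 E3 ligase activity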
Target sequence (Q00987 whole entry, looked up, the tested form may be a part): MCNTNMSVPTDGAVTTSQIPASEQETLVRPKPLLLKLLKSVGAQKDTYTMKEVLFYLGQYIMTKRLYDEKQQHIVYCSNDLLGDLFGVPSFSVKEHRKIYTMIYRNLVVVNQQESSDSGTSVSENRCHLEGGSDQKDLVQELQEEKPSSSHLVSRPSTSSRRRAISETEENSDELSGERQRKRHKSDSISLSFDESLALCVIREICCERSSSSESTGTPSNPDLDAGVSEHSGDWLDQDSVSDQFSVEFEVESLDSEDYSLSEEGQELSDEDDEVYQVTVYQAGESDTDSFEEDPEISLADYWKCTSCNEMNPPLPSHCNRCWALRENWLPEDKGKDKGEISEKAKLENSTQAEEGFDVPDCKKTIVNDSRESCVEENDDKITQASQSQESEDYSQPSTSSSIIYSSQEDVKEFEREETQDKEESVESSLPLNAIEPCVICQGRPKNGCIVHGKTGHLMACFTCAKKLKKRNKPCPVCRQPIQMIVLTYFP
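Test system: stable mammalian line carrying autodegrading MDM2–luciferase fusion reporter; quantity: 2000 cells in each well; times: 4 h cell settling then 2 h compound exposure, 37 °C; detection: luminescence with SteadyLite reagent, 15 min at room temperature; evaluation: percent signal gain over controls, blank-subtracted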
TRPML3 agonist – human TRPML3 channel agonists, primary screen, cell-based, HEK293 TRPML3-YFP, Fluo-8 calcium fluorescence, 3 µM; Mucolipin-3 (Homo sapiens), Q8TDD5; 100% = the carbachol control signal; hit rate 0.29% among 220,000; activation, % at 3 µM;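 active = activation above its plate's cutoff, the mean activation of the plate's test wells plus 3 SD, cut at about 12% in these data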;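 note: 0% = DMSO only wells and 100% = carbachol wells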
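Material: TRPML3-YFP stable HEK293 cells | Dosing: One concentration, 3 µM nominal, 0.3% DMSO | Timing: 125 s total fluorescence read per well | Technique: Fluo-8 calcium dye fluorescence, ex 470-495, em 515-575 nm | Measure: Percent activation from peak-to-basal fluorescence ratio, scaled between DMSO and carbachol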
TNF death inh – inhibitors of TNF-alpha triggered necroptosis, primary screen, cell-based, Jurkat FADD-/-, single concentration | AID 463075, 2010 | activation (protection from cell death), % at 10 µM | hit rate 0.068% among 220,000 | Jurkat FADD-/- TNF necroptosis rescue, ATP luminescence, 24 h; 0 = TNF only, 100 = no-TNF cells;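 active = activation, meaning protection from cell death, of at least 50% relative to plate controls; inactive = activation below 50%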;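 note: necroptosis triggered by 40 ng/mL TNF-alpha added together with compound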
* = called active by the depositor; · = no result given; [ ] = another dose, or the depositor's remark.

SMILES	PPC-1+TRAIL kill	CHOP inh	TRPN1 ag	NCF1 inh	EBV gp42 inh	Runt-SMMHC FRET	MDM2 E3 inh	TRPML3 agonist	TNF death inh
CCC1(C)Cc2c(sc3nc(NC)n(C)c(=O)c23)CO1 (configuration not stated)	19	33	0.6	-12	-12	-1	-6	0.5	0.7
O=C(CCCc1nc(-c2ccccc2Cl)no1)N1CCOCC1	5	-4	1.0	-5	-15	0	-17	1.1	-0.3
O=C(CC1CCCCC1)NCCOc1ccccc1	4	41	-0.7	1	-2	0	1	-0.2	2.4
Nc1cc(CN2C(=O)c3ccccc3C2=O)cc(Cl)c1O	-12	45	-0.8	-14	0	3	-1	0.2	-3.2
CC(C)COC(=O)Nc1nnc(Cc2ccccc2)s1	·	11	-0.1	-4	-2	·	14	-0.2	0.9
CCOC(=O)c1sc(N2N=C(C)C(N=Nc3cccc(C)c3)C2=O)nc1C (configuration not stated)	18	48	1.2	28	23	-8	-6	-0.4	0.4
CCCCOc1ccc(C(=O)N/C(=C/c2cccc([N+](=O)[O-])c2)C(=O)O)cc1	19	1	0.1	-3	2	2	-7	0.7	-0.7
Cc1cc(NC(=O)CCC(=O)N(CC(=O)NC2CCCC2)Cc2ccco2)no1	4	10	1.3	-11	-12	-1	-11	0.1	-0.7
CCN1CCc2c(OCC(=O)Nc3cccc(C)c3)cccc2C1=O	13	13	1.6	-8	-26	2	0	0.2	0.3
COc1ccc(-c2cn3c(C)c(C(=O)NCCN4CCOCC4)sc3n2)cc1	15	10	0.4	3	-1	5	-14	0.8	-2.6
CCc1nnc(SCC(=O)N2CCCc3ccccc32)nc1CC	-7	-19	0.7	-1	-4	2	-2	-0.7	-2.2
COc1cc(NC(=S)NCc2cccs2)cc(OC)c1	11	-2	-1.6	-13	-4	-45	6	-0.4	-4.3
CN(CCc1ccccn1)C(=O)CCC1CCCN(C(=O)c2cscn2)C1 (configuration not stated)	10	29	0.9	-5	8	-3	2	0.8	-1.1
Cc1cc(C)c(C2C3=C(Nc4c2c(C)nn4-c2ccccn2)c2ccccc2C3=O)c(C)c1 (configuration not stated)	10	64	-0.3	-24	-12	5	-4	0.4	2.8
Cc1cn(S(=O)(=O)c2ccc(Cl)cc2)c(C)n1	12	1	-1.6	·	4	-2	-9	-0.7	-0.6

Single values from above:
In Runt-SMMHC FRET, `CCOC(=O)c1sc(N2N=C(C)C(N=Nc3cccc(C)c3)C2=O)nc1C` (configuration not stated) is listed with -8
In MDM2 E3 inh, `Cc1cn(S(=O)(=O)c2ccc(Cl)cc2)c(C)n1` is listed with -9

Arranged by the number under CHOP inh (ascending): 6 of the compounds above.
SMILES	CHOP inh	NCF1 inh	EBV gp42 inh	Runt-SMMHC FRET	MDM2 E3 inh	TRPML3 agonist
COc1cc(NC(=S)NCc2cccs2)cc(OC)c1	-2	-13	-4	-45	6	-0.4
CC(C)COC(=O)Nc1nnc(Cc2ccccc2)s1	11	-4	-2	·	14	-0.2
CCN1CCc2c(OCC(=O)Nc3cccc(C)c3)cccc2C1=O	13	-8	-26	2	0	0.2
CN(CCc1ccccn1)C(=O)CCC1CCCN(C(=O)c2cscn2)C1 (configuration not stated)	29	-5	8	-3	2	0.8
CCC1(C)Cc2c(sc3nc(NC)n(C)c(=O)c23)CO1 (configuration not stated)	33	-12	-12	-1	-6	0.5
Nc1cc(CN2C(=O)c3ccccc3C2=O)cc(Cl)c1O	45	-14	0	3	-1	0.2

The list goes on:
SMILES	PPC-1+TRAIL kill	CHOP inh	TRPN1 ag	NCF1 inh	EBV gp42 inh	Runt-SMMHC FRET	MDM2 E3 inh	TRPML3 agonist	TNF death inh
COc1cc(/C=C(/C#N)c2nc3ccccc3[nH]2)ccc1OCC(=O)Nc1ccccc1C	19[5 µM]	60	0.5	-4	8	-224	-12	0.4	-24
CCOC(=O)NCc1ccc(Cl)c(Cl)c1	-6	8	-1.8	-8	0	-4	-2	-1.0	13
CN(CC(=O)N1CCCCCC1)S(=O)(=O)c1ccc(Br)s1	20	-21	3.4	-9	-10	-4	-7	0.6	-0.2
CCn1c(=O)c2ccccc2n2c(SCC(=O)N3CCCc4ccccc43)nnc12	·	10	1.1	-14	-22	·	-27	0.4	-0.4
CCSc1nnc(NC(=O)C(C)(C(F)(F)F)C(F)(F)F)s1	11	-12	7.1	-3	4	-4	-18	5.2	-0.8
CN1CCN(c2nc3ccccn3c(=O)c2/C=C(\C#N)S(=O)(=O)c2ccc(Cl)cc2)CC1	11	1	2.5	-19	3	5	-5	0.2	2.0
CCCCCc1nc2sc3c(c2c(=O)n1NC(=O)c1ccc([N+](=O)[O-])cc1)CC(C)(C)OC3	22	76*	9.3	-5	-5	-7	·	5.9	2.9
COc1ccc(C(=O)N2CCC(C(=O)Nc3cccc(C)c3)CC2)cc1OC	9	-5	-0.3	5	-7	0	-16	0.1	0.4
Cc1ccc(S(=O)(=O)Nc2cccc(C(=O)Nc3cc(C)ccn3)c2)cc1	6	38	0.1	-5	-5	2	-9	0.2	-0.5
COc1cc(OC)c2ccc(=O)oc2c1C(CCN1CCCCC1)c1ccc(N(C)C)cc1 (configuration not stated)	8	5	·	-8	-11	4	-4	·	1.2
CCS(=O)(=O)n1nc(-c2ccco2)nc1N	-4	-12	1.2	-4	-12	-2	-3	0.8	1.0
O=C(C1CSC2(c3ccc(F)cc3)CCC(=O)N12)N1CCCCCC1 (configuration not stated)	16	-25	0.2	-6	0	-3	1	1.4	0.4
CCOC(=O)C1CCN(c2c(NCCCN(C)C3CCCCC3)c(=O)c2=O)CC1	21	5	0.9	-15	-14	1	-24	0.6	1.2
CC1CCCN(S(=O)(=O)c2coc(C(N)=O)c2)C1 (configuration not stated)	·	-5	0.8	-24	1	1	-7	-0.1	-0.2
Cc1ccccc1OCc1n[nH]c(=S)n1Cc1ccccc1	9	28	-2.8	-4	17	8	-13	-1.0	0.5
O=C(CSc1nnc(-c2ccc(Cl)cc2)n1-c1ccc(Cl)cc1)N/N=C/c1ccccc1C(=O)O	12	0	-0.6	4	4	-1	-2	0.5	2.6
O=C(Nc1nnc(-c2ccccc2)o1)NC1CCCCC1	6	-9	-1.0	-7	-19	5	-11	0.9	3.8
CCCn1cnc2sc(C(N)=O)c(C)c2c1=O	8	22	6.3	-12	-23	-1	-11	1.0	-0.1
O=C1C(Cl)=C(NCCCO)C(=O)c2ccccc21	18	-1	-1.4	-1	1	-1	-14	-0.2	-9.3
COc1ccc2c(c1)CC/C2=N\NC(=O)c1ccccc1	10	-24	2.1	-10	-16	-2	6	0.9	1.6
Cc1ccc(NC(=O)Nc2cccc([N+](=O)[O-])c2)nc1	-2	0	0.0	-9	2	-1	-6	0.2	6.0
COc1ccccc1-c1cc(C(=O)NCc2cccs2)no1	15	6	-2.5	-1	-18	1	4	-0.5	-0.9
CCCOc1ccc(CNCCCOCC)cc1OC	-1	29	1.4	·	-10	-6	·	0.5	0.6
CCCc1[nH][nH]c(=O)c1C(c1ccc(Cl)cc1)C(C#N)C#N (configuration not stated)	8	26	-0.4	0	-7	3	10	0.3	-2.2
Cc1ccccc1NC(=O)COc1ccc2oc(=O)cc(C)c2c1	16	-12	1.3	1	-30	-2	-2	1.0	-1.5
CCOC(=O)c1ccc(Oc2nc(N(C)C)nc(N3CCOCC3)n2)cc1	8	4	-1.9	-2	-1	0	2	-0.2	2.1
O=S(=O)(c1cccs1)N1CCN(c2ccccn2)CC1	33	-7	0.4	-7	-6	-5	-4	2.2	0.8
CCOC(=O)c1cnc(-c2ccccc2)nc1N	35	-10	0.8	4	4	19	-17	0.3	-1.5
Cc1ccc(C(=O)C(OC(=O)CCC(=O)Nc2cccc(C)c2)c2ccccc2)cc1 (configuration not stated)	25	35	0.1	-12	-4	-1	-26	-0.6	-0.7
CCOC(=O)N1CCN(C(=O)CN(C)S(=O)(=O)c2ccc(OC)c(OC)c2)CC1	16	0	-0.5	-5	-15	-5	-1	-0.1	-0.4
O=S(=O)(NCCc1ccccc1F)c1cccc(S(=O)(=O)N2CCOCC2)c1	14	-6	4.5	2	-17	-4	1	0.9	-0.3
S=C(Nc1ccccc1Cl)N(CCCN1CCOCC1)Cc1ccccn1	1	14	0.6	-3	-3	3	-26	0.9	-0.3
COc1cccc(CC(=O)Nc2nc(-c3cc(OC)ccc3OC)cs2)c1	-1	39	-1.4	-11	3	-2	-18	-0.5	0.9
O=C(O)c1ccc(COc2ccccc2/C=C2/NC(=O)N(c3cccc(Cl)c3)C2=O)cc1	-3	7	0.9	-52	-4	-8	-1	1.1	1.7
CNc1c(N)n(Cc2ccccc2)c(=O)[nH]c1=O	28	6	1.1	-7	50*	0	-10	1.3	1.5
Nc1cc(N)nc(SCC(=O)NNC(=O)Cc2ccccc2)n1	-5	15	0.4	-1	-7	-3	-11	0.9	0.0
O=C(NC1CCCc2ccccc21)c1ccc(Cl)nc1 (configuration not stated)	5	-16	-0.2	-8	-2	2	-1	0.9	-0.2
CCOc1ccc(/C=N/NC(=O)Nc2ccccc2)cc1	·	27	-0.3	-8	2	·	0	-1.8	-0.2
OCCC#Cc1ccc(CN2CCN(Cc3ccccc3)C(CCO)C2)cc1 (configuration not stated)	16	-7	0.0	-2	6	2	-6	1.2	1.1
CCC(C)NC(=O)C(=O)NCC1CCCN1CC (configuration not stated)	-13	17	0.8	1	-23	2	-89	-0.2	-0.1
NC(=O)c1nsc(C(=O)N(CC(=O)NC2CCCC2)c2cnc3ccccc3c2)c1N	-27	2	2.2	-1	15	1	·	0.0	2.2
C=CCSc1nnc2nc3[nH]c4c(C)cccc4c3nn12	26	26	0.2	-121	-5	0	-5	-0.8	-2.2

Compound activity: PubChem, several laboratories

Random draw from the library; any-hit rate near 5.9%.
